# P. falciparum M1AAP – P. falciparum M1AAP inhibitors, biochemical, fluorogenic H-Leu-NHMec substrate, 1536-well (AID 1445); Aminopeptidase N (Plasmodium falciparum (isolate 3D7)); recombinant M1AAP, H-Leu-NHMec fluorogenic kinetic assay; higher % means a stronger effect; one-dose inhibition, % at 30 µM; IC50 in µM for titrated hits; actives 0.42% (n = 220,000);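 active = primary inhibition above the hit cutoff, then over 50% inhibition at one or more dose response concentrations, cut at about 23% in these data, passing the limit was not always enough; inconclusive = conflicting primary data, or primary hits not chosen for dose response; inactive = low primary inhibition, or under 50% at every dose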;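 note: plate controls were DMSO full reaction for no effect and no enzyme background for full effect; strong numbers were not always called active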
# human PMI inhibitors – human PMI inhibitors, high substrate, primary screen, biochemical, fluorescence intensity, high mannose 6-phosphate (AID 1220). Mannose-6-phosphate isomerase (Homo sapiens). recombinant PMI enzyme, coupled fluorescence intensity; higher % means a stronger effect. one-dose inhibition, % at 20 µM; IC50 in µM for titrated hits. actives 0.66% (n = 190,000)
# Dynein cargo inh – inhibitors of GR-EGFP nuclear translocation, primary screen, dynein cargo transport inhibitor project, imaging, high-content, 3617.4 mouse cells | test concentration mostly 20 µM; stimulated with dexamethasone, 1 µM; stronger effect = lower value | z-score, hits read low | actives 0.47% (n = 220,000) | AID 1381, 2008;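 active = plate z-score of nuclear minus cytoplasmic receptor signal below a set negative limit, without overly bright fluorescence or cell loss, cut at about -3.5 in these data, passing the limit was not always enough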;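 note: z-score of nuclear minus cytoplasmic ring GR-EGFP intensity difference per well; some compounds called inactive have numbers as strong as hits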
#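 medium = tetracycline-free induction medium containing charcoal-stripped FBS | also added = 1.0 µM final dexamethasone stimulus | schedule = 48 h induction, 1 h compound, 30 min dex at 37 °C | technique = fixed, Hoechst-stained cells imaged at 10x for EGFP | measure = GR-EGFP nuclear translocation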
# XIAP antagonists – XIAP antagonists, biochemical, IAP family, fluorescence polarization (AID 1018) | E3 ubiquitin-protein ligase XIAP (Homo sapiens) | XIAP BIR domain, fluorescence polarization peptide displacement; higher % means a stronger effect | displacement, % at 20 µM; hits with a dose series show IC50 in µM | actives 0.007% (n = 200,000); in the data active = displacement above about 50%; note: a part of the inactive calls stands beside numbers as strong as those of hits
# LYP phosphatase – inhibitors of LYP phosphatase, biochemical, fluorescence intensity, uHTS (AID 1779); recombinant LYP phosphatase, fluorescence intensity; higher % means a stronger effect; inhibition, % at 11.5 µM, or IC50 in µM where a hit was titrated; actives 0.054% (n = 290,000);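 note: plate controls were vehicle with enzyme for no effect and no enzyme for full effect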
# Siah-1 displacement – Siah-1 peptide-binding antagonists, primary screen, biochemical, fluorescence polarization, rhodamine-plectin, uHTS (AID 1817). Siah-1 / rhodamine-plectin peptide fluorescence polarization; higher % means a stronger effect. displacement, % at 20 µM; hits with a dose series show IC50 in µM. actives 0.02% (n = 290,000). E3 ubiquitin-protein ligase SIAH1 (Homo sapiens);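 active = displacement of at least 50% at 20 µM, with a fluorescence ratio check between 0.3 and a set limit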;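 note: plate controls were Siah plus tracer with DMSO for no effect and tracer alone without Siah for full effect; strong numbers were not always called active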
# PMI inhibitors – inhibitors of human PMI, primary screen, biochemical, fluorescence intensity, coupled assay (AID 1209) | purified PMI enzyme, coupled fluorescence intensity; higher % means a stronger effect | actives 0.42% (n = 190,000) | inhibition, % at 20 µM, or IC50 in µM where a hit was titrated | Mannose-6-phosphate isomerase (Homo sapiens);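 note: plate controls were DMSO vehicle for no effect and wells lacking substrate for full effect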
# P. falciparum M17LAP – P. falciparum M17LAP inhibitors, primary screen, biochemical, fluorogenic H-Leu-NHMec substrate, 1536-well (AID 1619); Leucine aminopeptidase (Plasmodium falciparum (isolate 3D7)); recombinant M17LAP, H-Leu-NHMec fluorogenic kinetic assay; higher % means a stronger effect; inhibition, % at 30 µM; hits with a dose series show IC50 in µM; actives 0.38% (n = 220,000);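 active = compound inhibiting the enzyme by more than half at any dose during confirmatory dose-response retesting; inconclusive = strong single-dose inhibitors picked by rank but not retested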;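 note: plate controls were full reaction with DMSO carrier for no effect and no enzyme background for full effect; strong numbers were not always called active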
# AID2073 – inhibitors of Mint1-CaV2.2 protein interaction, biochemical, HTRF (AID 2073). Voltage-dependent N-type calcium channel subunit alpha-1B (Homo sapiens). HTRF protein-protein interaction, Mint1-CaV2.2; higher % means a stronger effect. one-dose inhibition, % at 20 µM; IC50 in µM for titrated hits. actives 0.19% (n = 290,000); in the data active = inhibition mostly above about 51%, no sharp cut-off; inconclusive = no clear call, values can overlap the other calls; inactive = mostly below about 53%; note: some results filed as inactive read as strong as hits
# Dynein cargo inh cytoplasmic EGFP – second read-out of Dynein cargo inh, no call of its own (marks repeat the call); z-score; measured here: cytoplasmic GR-EGFP intensity; stronger effect = higher value
# Dynein cargo inh nuclear GR-EGFP – further read-out of Dynein cargo inh, marked with its call; z-score; measured here: nuclear GR-EGFP intensity;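 lower value marks the stronger effect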
# Dynein cargo inh cell count – also measured in Dynein cargo inh; calls as there; z-score; measured here: cell count per field
# * marks the source's active call; other numbers are inactive results; ? = inconclusive; / = no result given. Cut-off read from the data, not from the text of the source, unless noted: active = inhibition above about 50%; inactive = the rest. An unsorted share of the library; 2.1% or so of the library scored in one or more.
human PMI inhibitors	Dynein cargo inh	Dynein cargo inh nuclear GR-EGFP	LYP phosphatase	Dynein cargo inh cell count	PMI inhibitors	XIAP antagonists	AID2073	P. falciparum M17LAP	structure	Siah-1 displacement	P. falciparum M1AAP	Dynein cargo inh cytoplasmic EGFP
5%	0.72	0.36	-1%	-0.68	6%	1.4%	-7%	11%	Cc1ccc2c(c1)nnn2C1CCN(C(=O)C23CC4CC(CC(C4)C2)C3)CC1	5%	1%	-0.0019
18%	-0.69	-0.34	8%	1.1	19%	-14%	-5%	-5%	CN(CC(=O)Nc1ccc(Cl)cc1)c1ccc(S(=O)(=O)N2CCCCC2)cc1[N+](=O)[O-]	10%	9%	-0.28
-2%	-0.42	-0.34	-6%	0.65	5%	0.3%	-3%	-2%	O=C(c1cc2cc(Br)ccc2oc1=O)N1CCCC1	0%	8%	-0.28
-3%	-0.0052	0.3	-1%	-0.67	0%	-3.0%	-4%	15%	CCOC(=O)c1c(C=O)c2ccccc2n1CC	10%	4%	0.5
-2%	/	/	-1%	/	2%	-5.0%	5%	-10%	c1ccc(CCn2nnnc2C(c2cccs2)N2CCOCC2)cc1 (stereo unspecified)	-1%	-2%	/
-20%	2.1	1.7	-1%	-2.4	-15%	-12%	9%	-5%	Cc1cccc(C)c1NC(=O)C1c2cccc[n+]2CC(=O)N1Cc1ccc2c(c1)OCO2 (stereo unspecified)	-1%	0%	0.055
-8%	-0.75	-0.37	-5%	1.5	-6%	-1.6%	12%	14%	CC(C)COP(=O)(c1ccc(N(C)C)cc1)C(O)c1ccccc1F (stereo unspecified)	1%	2%	-0.22
10%	-1.1	-0.74	-1%	0.53	8%	-10%	8%	3%	Cc1ccc(C)c(C2=CSC3=NS(=O)(=O)CCN23)c1	-2%	1%	-0.14
5%	0.77	0.49	-2%	-0.27	10%	-1.3%	-1%	-3%	Cc1cc(OCCOc2cccc3cccnc23)cc(C)c1Cl	3%	-2%	-0.16
18%	-0.91	-0.73	-4%	1.2	17%	-7.3%	2%	-7%	Cc1ccccc1N1CCN(C(=S)c2ccc([N+](=O)[O-])cc2)CC1	1%	5%	-0.31
-2%	-1.1	-0.3	-11%	0.84	3%	-6.2%	2%	0%	COC(=O)c1cn(C(=O)c2ccccc2)c2ccccc12	-2%	0%	-0.28
-9%	-0.82	-0.38	-11%	1.3	-9%	-2.3%	35%	9%	COc1ccc2c(c1)c1nc(SCC(C)C)n(CCO)c(=O)c1n2C	6%	22%	-0.33
-19%	0.67	0.072	-6%	1.2	-13%	-1.0%	0%	7%	COc1ccc(CCN(C)C(=O)CN2C(=O)c3ccccc3S2(=O)=O)cc1OC	0%	0%	-0.26
-18%	-0.23	0.16	-8%	0.28	-8%	1.4%	8%	4%	CCn1nc(C)c(NC(=O)c2cc(Br)ccc2Cl)c1C	2%	4%	-0.19
3%	-0.11	-0.13	2%	-0.12	6%	0.6%	6%	16%	c1ccc2c(c1)ncn2CCC1CCCCC1	1%	0%	-0.27
18%	-0.069	-0.099	-2%	0.75	10%	-4.4%	-16%	-13%	Cc1ccc(C2CC2c2n[nH]c(=S)n2-c2cccc(Cl)c2)cc1 (stereo unspecified)	-3%	-3%	-0.27
1%	0.26	0.54	-8%	0.33	4%	-7.5%	24%	2%	COc1cc(NC(=S)Nc2ccccn2)c(OC)cc1Cl	0%	13%	-0.35
4%	1.9	1.7	0%	-1.8	2%	-5.5%	5%	-1%	CCN(CC)c1c2c(c(C#N)c3nc4ccccc4n13)CCC2	-5%	6%	0.23
7%	0.36	1.1	-5%	-0.21	7%	0.6%	14%	7%	CC1CCN(C(=O)c2ccc(NC(=O)C3CCCO3)cc2)CC1 (stereo unspecified)	4%	5%	0.043
-8%	2.2	1.9	3%	-1.8	-9%	-3.3%	-13%	-2%	CCC(=O)NC(=S)Nc1ccc(NC(=O)c2ccco2)cc1	0%	0%	-0.13
2%	1.1	0.45	-9%	-0.046	6%	-6.2%	-2%	-5%	CCOC(=O)CC(=O)Nc1ccc(C(=O)OCC)cc1	3%	-1%	-0.24
4%	-0.21	0.055	3%	0.052	-5%	-14%	3%	21%	Cc1nc2ccccc2c(=O)n1/N=C/c1ccc(N(C)C)cc1	2%	1%	-0.15
1%	0.057	-0.093	-4%	-0.12	11%	-2.6%	20%	-24%	Cc1cccc(NS(=O)(=O)c2cccc3nsnc23)c1	2%	1%	-0.18
0%	1.9	1.6	9%	-2.4	9%	6.5%	-2%	4%	CSc1cccc(NC(=O)c2c(Cl)cnn2C)c1	3%	-3%	-0.035
-5%	-0.21	0.14	4%	0.36	-22%	0.0%	19%	22%	Cc1c(C(=O)O)cccc1-n1c(C)cc(/C=C(/C#N)C(=O)NCc2ccccc2)c1C	-4%	18%	-0.037
12%	-0.049	0.31	4%	-0.37	15%	-22%	10%	16%	O=C(O)c1ccc(-c2ccc(O)c(F)c2)cc1	-1%	17%	-0.14
/	-0.41	0.67	-6%	-0.12	/	/	4%	-15%	CCOC(=O)/C(C#N)=C/N1CCOCC1	-4%	2%	-0.16
9%	0.021	0.66	-10%	-0.17	9%	-1.4%	13%	6%	c1ccc2nc3c(nc2c1)[nH]c1ccccc13	-1%	12%	-0.21
39%	0.61	0.52	-12%	0.49	41%	-10%	-13%	14%	O=C1CSC(=S)N1N=C1CCCCCC1	-5%	5%	-0.25
4%	0.21	0.2	-6%	-0.43	3%	-3.9%	0%	-5%	CN1CCN(/C=N/c2c(C#N)cnn2-c2ccccc2)CC1	0%	4%	-0.18
10%	1	0.77	1%	-0.91	9%	-3.9%	-22%	0%	COc1cc(NC(=S)N2CCN(c3ccccn3)CC2)cc(OC)c1	3%	16%	-0.082
/	-0.92	-0.22	4%	1.1	/	-6.3%	10%	20%	COCc1ccc([C@@H]2C[C@H]3CN(Cc4cccc(Cl)c4)C(=O)[C@]34CCCN24)o1	-3%	1%	-0.28
7%	0.1	0.89	-1%	-0.086	9%	1.1%	4%	-4%	COC(=O)CSc1snnc1-c1ccc(Cl)c(Cl)c1	-3%	0%	-0.21
-12%	0.49	0.51	-4%	-1.4	-3%	-1.3%	26%	2%	CCOC(=O)CSc1nc(N)c(C#N)c(-c2ccc(OCC)cc2)c1C#N	-3%	11%	-0.19
8%	0.36	0.32	-6%	-0.33	11%	-10%	11%	10%	COC(=O)c1cc(C)sc1NC(=O)C1CC(=O)NN1Cc1ccccc1 (stereo unspecified)	3%	0%	-0.17
-7%	0.46	0.29	-6%	-0.4	-14%	-4.0%	5%	1%	CCN(CC)S(=O)(=O)c1ccc(C(=O)NCC(c2ccc(OC)cc2)N2CCOCC2)cc1 (stereo unspecified)	-3%	-3%	-0.26
5%	-0.42	-0.23	-1%	-0.14	-8%	-6.8%	8%	4%	COCCN1C(=O)CS/C1=C(/C#N)C(=O)NCc1ccco1	14%	0%	-0.36
/	-0.36	-0.38	1%	0.021	/	/	7%	-5%	COc1cc(/C=C(\NC(C)=O)C(=O)O)cc(OC)c1OC	1%	2%	-0.25
0%	1.4	0.84	-9%	-0.5	7%	-1.1%	-7%	15%	CCCCn1nnnc1NCc1ccc(N(CC)CC)cc1	4%	10%	0.081
6%	-0.82	-0.33	-5%	0.33	3%	-2.0%	0%	9%	CCOC(=O)N1CCN(C(=O)c2ccc(CNS(=O)(=O)c3ccc(OC)cc3)cc2)CC1	3%	4%	-0.47
15%	-3.1	-1.1	-11%	-3.3	10%	-3.2%	?	-57%	N#Cc1nc(-c2cccc3ccccc23)oc1NCCN1CCOCC1	-1%	2%	1.4
18%	0.12	0.18	-5%	0.07	17%	-8.2%	27%	-7%	N/C(=N\O)c1ccccc1N1CCCCC1	2%	-1%	-0.14
16%	0.58	0.75	1%	0.29	18%	-5.7%	3%	1%	O=C(NCc1ccc(Cl)cc1)c1noc2c1CCCC2	0%	1%	-0.25
/	0.2	0.15	2%	-0.086	/	/	13%	-7%	O=C(NCc1ccc2c(c1)CCO2)Nc1ccccc1	2%	-6%	0.064
6%	0.99	0.72	2%	-1.3	4%	-6.9%	14%	3%	CCOc1ccc(NC(=O)COc2nsnc2N2CCCCC2)cc1	2%	3%	-0.13
3%	-0.51	-0.043	-2%	-0.054	4%	-1.5%	3%	6%	Cc1ccc(NC(=O)COS(=O)c2ccc(C)cc2)cc1 (stereo unspecified)	2%	8%	-0.3
/	1.4	0.63	2%	-1.4	/	/	19%	31%	CN(C)S(=O)(=O)c1cccc(-c2nn(-c3ccccc3)cc2/C=C2\SC(=S)N(CC(=O)O)C2=O)c1	22%	?	-0.15
/	-0.18	0.69	-4%	-0.9	/	/	1%	-1%	O=S(=O)(Nc1ccc(Cl)cn1)c1cnc(Cl)c(Br)c1	-3%	0%	-0.17
1%	-0.17	0.17	-8%	-0.019	-3%	-2.5%	-7%	-3%	COc1cc(CNC2CCCC2)c(Br)cc1OCc1ccccc1	2%	-1%	-0.26
2%	-0.77	-0.23	1%	1.2	5%	1.3%	8%	9%	CC1N/C(=C\C(=O)c2ccccc2)N(O)C1(C)C (stereo unspecified)	-2%	-6%	-0.23
-10%	-0.29	-0.15	4%	0.51	-2%	-6.8%	13%	2%	O=S(=O)(Nc1ccc(Cl)cn1)c1ccc(Cl)cc1	-1%	1%	-0.25

# One compound at a time, from the list above. Screens in order: human PMI inhibitors | Dynein cargo inh | Dynein cargo inh nuclear GR-EGFP | LYP phosphatase | Dynein cargo inh cell count | PMI inhibitors | XIAP antagonists | AID2073 | P. falciparum M17LAP | Siah-1 displacement | P. falciparum M1AAP | Dynein cargo inh cytoplasmic EGFP
# CN(C)S(=O)(=O)c1cccc(-c2nn(-c3ccccc3)cc2/C=C2\SC(=S)N(CC(=O)O)C2=O)c1 in the list: / | 1.4 | 0.63 | 2% | -1.4 | / | / | 19% | 31% | 22% | ? | -0.15
# O=S(=O)(Nc1ccc(Cl)cn1)c1ccc(Cl)cc1 in the list: -10% | -0.29 | -0.15 | 4% | 0.51 | -2% | -6.8% | 13% | 2% | -1% | 1% | -0.25

# Assay outcomes (PubChem BioAssay)
